Screening data from PubChem BioAssay.
IP6K1 inh: Primary qHTS assay for small molecule inhibitors of Inositol hexaphosphate kinase 1 (IP6K1). IP6K1 kinase, ADP-Glo luminescence, 2 h; stronger effect = lower value. Inositol hexakisphosphate kinase 1 (Homo sapiens), Q92551. activity change, % (series mostly up to about 58 µM). actives 0.81% (n = 140,000); in the data active = activity change below about -25%
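ADP-Glo luminescence measures ADP made by human IP6K1 during a 2 h RT reaction with ATP/IP6 (mix at 1.3 mM/130 uM); top library doses 57.5 and 19.1 uM final.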
Luciferase inh: Firefly luciferase inhibition profiling of diverse chemical library using quantitative high-throughput screening; Luciferin 4-monooxygenase (Photinus pyralis), P08659; purified P. pyralis luciferase, luminescence, biochemical; AID 1347043, 2019; Potency, µM (top dose mostly 115 µM), without a hit: at the highest dose activity change, negative = inhibition, usual class: inhibitors; actives 2.5% (n = 76,000); note: potency is the fitted concentration of half-maximal effect; nearly all actives have a fitted effect of over 65% in size
Target sequence (P08659 whole entry, looked up): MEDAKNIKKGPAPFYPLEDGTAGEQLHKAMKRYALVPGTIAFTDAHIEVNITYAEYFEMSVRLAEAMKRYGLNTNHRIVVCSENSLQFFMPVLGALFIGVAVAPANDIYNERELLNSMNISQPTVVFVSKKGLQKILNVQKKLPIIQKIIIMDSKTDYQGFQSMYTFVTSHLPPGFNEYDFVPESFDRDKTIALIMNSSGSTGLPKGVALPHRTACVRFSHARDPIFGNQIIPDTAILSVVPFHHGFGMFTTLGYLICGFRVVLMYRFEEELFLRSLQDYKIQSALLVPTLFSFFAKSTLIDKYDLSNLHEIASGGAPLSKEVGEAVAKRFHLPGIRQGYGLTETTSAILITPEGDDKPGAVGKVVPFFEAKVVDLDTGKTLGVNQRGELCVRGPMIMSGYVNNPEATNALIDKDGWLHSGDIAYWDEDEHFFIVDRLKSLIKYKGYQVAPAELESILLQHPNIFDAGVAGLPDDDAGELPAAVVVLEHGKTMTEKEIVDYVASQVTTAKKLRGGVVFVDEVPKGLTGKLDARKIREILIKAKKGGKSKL
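Luminescence read by CCD imager after adding enzyme (10nM final) to wells holding compound, titrated in qHTS. Substrates 10uM each D-luciferin and ATP; buffer 50mM Tris acetate pH 7.5, 10mM Mg acetate, Tween-20, BSA.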
HEK293 tox: Cytotoxic Profiling in HEK 293 Cell Line of Diverse Libraries Using Quantitative High-Throughput Screening; HEK 293 viability, ATP luminescence (CellTiter-Glo), 48-72 h; AID 1345083, 2018; Potency, µM (series often up to 115 µM), without a hit: at the highest dose activity change, negative = cytotoxicity, usual class: inhibitors; actives 6.6% (n = 94,000); note: potency is the fitted concentration of half-maximal effect; nearly all actives have a fitted effect of over 60% in size
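HEK 293 cells seeded at 250 cells/well were exposed to compound for 48 or 72 hr at 37 degree Celsius. Viability taken as ATP content by CellTiter-Glo luminescence.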
NIH3T3 tox: Cytotoxic Profiling in NIH 3T3 Cell Line of Diverse Libraries Using Quantitative High-Throughput Screening | NIH 3T3 viability, CellTiter-Glo ATP luminescence, 48-72 h | Potency, µM (top dose mostly 96.7 µM), without a hit: at the highest dose activity change, negative = cytotoxicity, hits mostly inhibitors | actives 4.3% (n = 94,000) | AID 1345082, 2018; note: potency is the fitted concentration of half-maximal effect; nearly all actives have a fitted effect of over 55% in size
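ATP-dependent luminescence (CellTiter-Glo) served as the viability signal for NIH 3T3 cells treated with compound for 48 or 72 hr at 37 °C.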
SNCA expr inh: Primary qHTS assay for inhibitors of alpha-synuclein gene (SNCA) expression | HEK-293 SNCA-luciferase knock-in, luminescence, 24 h | Potency, µM (highest dose often 57.2 µM), inactives show at the top dose activity change, negative = inhibition, most hits filed as inhibitors | actives 0.17% (n = 140,000) | AID 1671194, 2021;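 note: potency is the fitted concentration of half-maximal effect; plate controls were DMSO cells for no effect and cell-free wells for full effect; nearly all actives have a fitted effect of over 45% in size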
SNCA viab count: GF-AFC viability counterscreen for inhibitors of alpha-synuclein gene (SNCA) expression. HEK-293-SNCA-luc viability, GF-AFC fluorescence, 24 h. Potency, µM (highest dose often 57.1 µM), without a hit: at the top dose activity change, negative = cytotoxicity, most hits filed as cytotoxic. actives 0.12% (n = 150,000). AID 1671193, 2021;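 note: potency is the fitted concentration of half-maximal effect; 0% = DMSO-treated cells and -100% = medium-only wells without cells; nearly all actives have a fitted effect of over 30% in size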
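HEK-293-SNCA-luc cells (1500/well) plated 24 h, then exposed 24 h to a dilution series; GF-AFC added 30 min at 37C, fluorescence 405/540 nm; normalised to medium-only and DMSO wells, Hill fit.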
GPT2 inhibitor: Primary qHTS assay for inhibitors of Glutamate pyruvate transaminase 2 (GPT2); Recombinant GPT2, coupled pyruvate oxidase/HRP Amplex Red fluorescence; Potency, µM (highest dose often 57.7 µM), for the others: at the highest dose activity change, negative = inhibition, usual class: inhibitors; actives 0.25% (n = 100,000); AID 1671188, 2021; note: potency is the fitted concentration of half-maximal effect; nearly all actives have a fitted effect of over 60% in size; many of its hits are not listed in these tables
Target sequence (Q8TD30 whole entry, looked up): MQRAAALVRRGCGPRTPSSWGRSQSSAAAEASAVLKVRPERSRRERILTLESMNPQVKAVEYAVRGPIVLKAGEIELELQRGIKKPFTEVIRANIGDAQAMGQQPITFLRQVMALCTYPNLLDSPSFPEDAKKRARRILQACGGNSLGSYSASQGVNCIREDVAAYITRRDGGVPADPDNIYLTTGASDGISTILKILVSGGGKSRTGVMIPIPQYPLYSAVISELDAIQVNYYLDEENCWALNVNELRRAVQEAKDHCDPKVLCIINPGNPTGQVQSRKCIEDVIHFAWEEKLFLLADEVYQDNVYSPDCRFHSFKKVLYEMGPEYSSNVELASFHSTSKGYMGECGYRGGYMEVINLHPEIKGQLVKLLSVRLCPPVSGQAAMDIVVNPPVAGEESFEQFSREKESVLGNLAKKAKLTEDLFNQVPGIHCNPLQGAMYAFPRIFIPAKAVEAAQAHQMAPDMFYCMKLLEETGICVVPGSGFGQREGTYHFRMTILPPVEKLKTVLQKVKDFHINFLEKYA
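Recombinant GPT2 (10ng/uL) with 250uM a-KG and 2mM L-alanine, 30 min at room temperature, in HEPES pH 7.5 buffer. Pyruvate detected by pyruvate oxidase/HRP/Amplex Red fluorescence after 30 min in the dark; AOA (50uM) as positive control.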
The depositor's hits bear a star; i = inactive; ? = inconclusive; . = no result given; [ ] = another dose, or the depositor's remark. Unless noted, calls come from the whole dose curve; as a rule, active = well fitted curve in the direction sought with a large enough effect; inconclusive = small, poorly fitted or top-dose-only effect, or another doubt; inactive = no such curve, though single readings can be large; an effect the other way counts as inactive or inconclusive. Unless noted, % is set by controls: 0 for no effect and ±100 for the full control effect. This is a subset. The share of hits here may be higher or lower than overall.

SMILES	IP6K1 inh	Luciferase inh	HEK293 tox	NIH3T3 tox	SNCA expr inh	SNCA viab count	GPT2 inhibitor
Cc1ccc(NC(=O)CCn2cccn2)cc1Cl	-13	.	.	.	34%[activator]	4%	.
O=C1NCc2ccccc2CC12CCCN2Cc1ccccc1OC(F)(F)F (stereo not given)	-7	.	?	?	-23%	-14%	?
COc1ccc(C(=O)N2CCC3(CC2)NCCc2c3[nH]c3ccccc23)c(OC)c1	15	2%	?	-26%	39%[activator]	-6%[12.5 µM]	i
COC(=O)c1ccc(NC(=O)c2nc(-c3ccc(Cl)cc3)n3c2CCCCC3)cc1	-11	.	.	.	1%	-8%	.
Cc1cc2c(-c3ccccc3F)nc(-c3c(C)noc3C)cc2[nH]1	-12	-23%[172 µM]	?	?	61%[activator][87.6 µM]	-11%[87.6 µM]	-2%[88.5 µM]
Cc1cc(Cl)ccc1NS(=O)(=O)c1c(C(=O)N2CCCCCC2)c(C)n(C)c1C	0	.	.	.	?	-15%	.
O=C(NC1CCCC1)c1cc(C2CC2)nc2onc(C3CCNCC3)c12	6	.	-17%	-24%	-13%	0%	i
CC(C)n1cc2cc(C(=O)N3CCN(c4ccc(F)cc4)CC3)sc2c1	-11	-4%	?	-24%	-23%	-12%	i
CCn1nc(C)cc1S(=O)(=O)N1CCC2(CC1)NC(=O)CC2C(=O)O (stereo not given)	17	11%	-12%	-22%	-15%	5%	-1%[11.5 µM]
Cc1ccccc1CNC(=O)CCc1ccnc(N2CCOCC2)c1	-8	-8%	-25%	?	3%	13%	-15%
COC(=O)[C@@H]1Cc2ncn(Cc3ccc(OC)cc3)c2CN1C(=O)c1ccc(C#N)cc1	13	-5%[172 µM]	-21%[172 µM]	-21%[174 µM]	-8%[87.6 µM]	-4%[87.6 µM]	?
CN1C[C@H]2CNC[C@@]2(C(=O)NCc2ccccc2OCc2ccccc2)C1	3	?	?	?	7%	-17%	-1%
Cc1ccc(CN2CC3(Cc4ccccc4NC3=O)C2)cc1	-5	.	?	-2%[138 µM]	-4%[87.6 µM]	-1%[87.6 µM]	i
O=C(NCCc1ccccc1)N1CCCCC1c1noc(COCC2CC2)n1 (stereo not given)	1	-3%	?	-14%	7%	?	i
CCOC(=O)c1ccc(NC(=O)Cn2c(N(C)Cc3ccccc3)nc(C)cc2=O)cc1	9	0%	40µM*	?	-13%	13%	i
C[C@]12C[C@H](O)[C@H]3[C@@H](CCC4=CC(=O)CC[C@@]43C)[C@@H]1CC[C@@H]2C(=O)CO	12	.	.	.	-17%	-11%	i
COCCCNc1ncnc2c1nnn2C	10	.	.	.	45%[activator]	8%	.
O=C(NCc1ccccc1Cl)c1ccc(Cn2c(=O)c3cccn3c3cccnc32)cc1	0	.	.	.	16%	-2%	.
COc1cccc(COC(=O)c2ccc(-c3nnn(Cc4cccc(OC)c4)n3)cc2)c1	41	.	.	.	-20%	-10%	.
O=C(c1ccc(F)cc1F)N1CCCN(c2cc(-c3ccccc3)[nH]n2)CC1	8	5%	?	-23%	?	-3%	-14%

Profiles, looked up by structure. Order of values: IP6K1 inh | Luciferase inh | HEK293 tox | NIH3T3 tox | SNCA expr inh | SNCA viab count | GPT2 inhibitor
Profile of `COC(=O)c1ccc(NC(=O)c2nc(-c3ccc(Cl)cc3)n3c2CCCCC3)cc1` → -11 | . | . | . | 1% | -8% | .
Profile of `Cc1ccc(CN2CC3(Cc4ccccc4NC3=O)C2)cc1` → -5 | . | ? | -2%[138 µM] | -4%[87.6 µM] | -1%[87.6 µM] | i
Profile of `C[C@]12C[C@H](O)[C@H]3[C@@H](CCC4=CC(=O)CC[C@@]43C)[C@@H]1CC[C@@H]2C(=O)CO` → 12 | . | . | . | -17% | -11% | i
Profile of `O=C(c1ccc(F)cc1F)N1CCCN(c2cc(-c3ccccc3)[nH]n2)CC1` → 8 | 5% | ? | -23% | ? | -3% | -14%

Further entries follow.
SMILES	IP6K1 inh	Luciferase inh	HEK293 tox	NIH3T3 tox	SNCA expr inh	SNCA viab count	GPT2 inhibitor
COc1ccc(-c2cn3cc(C(=O)NCC(C)C)nc3s2)cc1	7	.	?	?	49%[activator][87.6 µM]	-6%[87.6 µM]	0%[88.5 µM]
COc1ccccc1OCCn1cc(C(=O)c2cccs2)c2ccccc21	12	.	.	.	-3%	2%	.
CCC(CC)C(=O)N1CCC(=O)N(CCOC)C[C@H]2COc3ccccc3[C@H]21	11	.	?	-18%	.	.	.
CC(C)(C)CC(=O)Nc1cnc(-c2cccc(Cl)c2)nc1	0	0.25µM*	35µM*	32µM*	?	-4%	i
COc1cc(OC)cc(-c2onc(C)c2C(=O)NCc2ccccc2C)c1	-10	4%	-11%	-19%	1%	5%	i
CCOc1ccc(CC(=O)N2CCC3(CC2)C(=O)N(C)c2ccccc23)cc1	-5	-12%	?	?	17%	9%	2%
COc1cc(Nc2nc(-c3ccccc3F)no2)cc(OC)c1OC	-4	?	32µM*	?	314%[activator]	1%	-10%
COc1ccc(-c2noc([C@@H]3CCCN3C(=O)Cc3ccc(F)cc3)n2)cc1	0	-9%	?	?	42%[activator]	-24%	i
COc1ccc(NC(=O)CSC2=Nc3ccccc3C3=NC(CCC(=O)NCCc4ccccc4)C(=O)N23)cc1 (stereo not given)	-8	.	.	.	3%	1%	.
COc1ccc(CN2CCC(O)(c3csc(CN4CC[C@@H](O)C4)n3)CC2)cc1	15	1%[172 µM]	-13%[172 µM]	-16%[174 µM]	3%[87.6 µM]	-13%[87.6 µM]	i
CO[C@H]1C(=O)N(C2CCN(Cc3ccc(C)s3)CC2)[C@H]1c1ccncc1	15	1%	-1%	-5%	-6%	1%	i
Cc1ccc(S(=O)(=O)c2nc(-c3cccs3)oc2SC(C)C)cc1	-6	.	.	.	20%	2%	.
O=P(O)(O)C(O)(Cn1ccnc1)P(=O)(O)O	.	.	.	.	-25%[25.6 µM]	0%[23.9 µM]	i
CCOc1ccc(NC(=O)Cc2csc(COc3cccc(C)c3)n2)cc1	13	.	.	.	19%	6%	.
CCCCCOc1ccc(Cn2c(=O)oc3ccccc32)cc1	-2	.	.	.	1%	10%	.
CCc1csc(CNC2CCC3(CCNCC3)CC2)n1	6	-5%	-26%	-30%	157%[activator]	?	?
CN1C(=O)Cc2cc(S(=O)(=O)CCC(=O)N3CCN(c4ccccc4F)CC3)ccc21	-12	.	.	.	-2%	-1%	.
CCc1ccc(S(=O)(=O)c2cn(C)c3cc(N4CCOCC4)c(F)cc3c2=O)cc1	23	.	.	.	15%	-2%	.
COCCCNC(=O)c1ccc2c(c1)N=C(C)c1c(C)ccc(C)c1S2	4	.	.	.	-6%	-3%	.
CC(=O)NCCCC(=O)N1CCC2(CC1)CC(NC(C)=O)c1ccccc12 (stereo not given)	-2	.	5%	i	8%	4%	-9%
Cc1cc(C)n(Cc2ccc(C(=O)N3CCC4(CC3)CCC(O)(CN(C)C)CC4)o2)n1	13	7%	5%	0%	3%	-4%	-8%
COCC1CN(C)CC12CCN(Cc1cnn(C(C)C)c1)CC2 (stereo not given)	-3	-1%	-7%	i	-21%	-7%	0%
CN1CCN(C(=O)[C@@H]2CCC[C@@H](NCC3CC3)CN(C)C(=O)C2)CC1	-1	1%[172 µM]	1%[172 µM]	i	-1%[87.6 µM]	-14%[87.6 µM]	-9%[88.5 µM]
CN(Cc1ccccc1)C(=O)CSc1nnc(-c2cccc(Cl)c2)o1	46	.	.	.	40%[activator]	6%	.
COCCc1noc([C@@H]2CN(Cc3ccccc3C#N)C[C@H]2CO)n1	1	5%	i	0%	-15%	-30%	1%
CN1CCC2(C1)CN(CC1CC1)c1ccc(C(=O)NC3CCCCC3)cc12 (stereo not given)	12	-5%[172 µM]	89µM*	79µM*	7%[87.6 µM]	3%[87.6 µM]	1%[88.5 µM]
COc1cccc(NC(=O)CSC2=Nc3ccccc3N=C(c3ccc(F)cc3)C2)c1	16	.	.	.	-10%	-16%	.
CN1CC2(CCN(C(=O)c3cccnc3)CC2)CC1C(=O)N1CCOCC1 (stereo not given)	5	0%	-14%	i	?	-6%	4%
O=S(=O)(NCC(c1ccco1)S(=O)(=O)c1cccs1)c1ccc(Cl)cc1 (stereo not given)	-9	.	.	.	-13%	-5%	.
O=C(Nc1ccc(Cl)cc1)NC1CCN(CCn2nc3n(c2=O)CCCC3)C1 (stereo not given)	7	.	-17%	?	.	.	.
O=C(C1CCCN1C(=O)Cc1ccc(F)cc1)N1CCC(N2Cc3ccccc3C2=O)CC1 (stereo not given)	-4	.	-10%	-9%	17%	2%	-3%
CC(C)Oc1ccc(CNC(=O)C2CCCN(c3cnn(C)c(=O)c3)C2)cc1 (stereo not given)	17	-2%	i	-3%	27%	6%	i
CCc1n[nH]c(CC2CCN(C(=O)c3ccnn3CC)CC2)n1	-4	1%	?	1%	-17%	3%	5%
COc1ccc(NC(=O)Cn2cnc3c(nc4n3CCCCC4)c2=O)c(OC)c1	-5	.	.	.	?	-3%	.
CN(Cc1ccccc1C(F)(F)F)C(=O)Cc1ccc(F)cc1	5	-2%[172 µM]	?	?	-11%[87.6 µM]	-16%[87.6 µM]	i
CCOc1ccccc1NC(=O)N1CC(C(=O)N(C)C)C2(CCOCC2)C1 (stereo not given)	28	-2%	-7%	-14%	18%	10%	-11%
COc1ccc(CC(=O)N[C@H]2C[C@@H](c3nc(-c4ccc5ccccc5c4)no3)N(C)C2)cc1	-14	40µM*	-13%	-5%	59%[activator]	-3%	i
CCOC(=O)c1c(NC(=O)c2cc3nc(-c4ccc(OC)cc4)cc(C(F)(F)F)n3n2)sc(C)c1C	14	.	.	.	-1%	15%	.
COc1ccccc1-c1cccc(C(=O)N2CCN(C(=O)N(C)C)CC2)c1	1	.	?	-21%	-8%	-7%[12.5 µM]	4%
COc1ccc(NC(=O)c2nc3nc(C)cc(C(F)F)n3n2)c(C)c1	3	.	.	.	-19%	4%	.
CCOc1ccccc1NC(=O)CCNS(=O)(=O)c1ccc2c(c1)CCN2C(=O)C1CC1	3	.	.	.	-2%	3%	.
CCCn1c2ccccc2c2cnn(CC(=O)N(C)c3ccccc3CC)c(=O)c21	10	.	.	.	-45%	-24%	.
COC(=O)c1c(-c2ccc(Cl)cc2)noc1N1CCN(c2ccc(F)cc2)CC1	13	.	.	.	-19%	-15%	.
O=C(Cc1cccnc1)N1CCCC(Cc2noc(-c3ccccc3)n2)C1 (stereo not given)	0	-26%	?	-24%	64%[activator]	-25%	2%
